PMI inhibition – MPI inhibition at elevated mannose 6-phosphate – biochemical, fluorescence intensity, high mannose 6-phosphate, primary screen (AID 1220); recombinant PMI enzyme, coupled fluorescence intensity; higher % means a stronger effect; inhibition, % at 20 µM, or IC50 in µM where a hit was titrated; 0.66% of 190,000 active
M17LAP inhibition – P. falciparum M17LAP inhibitors, primary screen, biochemical, fluorogenic H-Leu-NHMec substrate, 1536-well (AID 1619) | 0.38% of 220,000 active | recombinant M17LAP, H-Leu-NHMec fluorogenic kinetic assay; higher % means a stronger effect | inhibition, % at 30 µM; hits with a dose series show IC50 in µM;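 active = compound inhibiting the enzyme by more than half at any dose during confirmatory dose-response retesting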;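 also: plate controls were full reaction with DMSO carrier for no effect and no enzyme background for full effect; strong numbers were not always called active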
XIAP displacement – small molecules displacing peptide from XIAP – biochemical, IAP family, fluorescence polarization (AID 1018) | XIAP BIR domain, fluorescence polarization peptide displacement; higher % means a stronger effect | one-dose displacement, % at 20 µM; IC50 in µM for titrated hits | 0.007% of 200,000 active; in the data active = displacement above about 50%; also: a part of the inactive calls stands beside numbers as strong as those of hits
UTI89 phage lysis – protection from phage-mediated lysis, alamar blue read-out – E. coli UTI89, K1F phage, bacterial capsule biogenesis inhibitors (AID 488966). E. coli UTI89 K1F phage lysis, alamar blue, 2 h; higher % means a stronger effect. inhibition, % at 100 µM; hits with a dose series show IC50 in µM. 0.02% of 340,000 active;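 active = phage lysis inhibition, versus mean bacterial control, above a set limit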;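 also: capsule biogenesis inhibitors block K1F phage lysis so surviving cells raise fluorescence; higher fluorescence means more inhibition of phage lysis; actives were called in the ten point dose series up to 300 µM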
Lipid droplet – hepatic lipid droplet formation modulation; AML12 mouse hepatocytes, oleate lipid droplets, BODIPY imaging; inhibition, % at 6.5 µM; 0.4% of 240,000 active; AID 1656;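 active = lipid droplet intensity inhibited by at least 50%, with more than 500 cells counted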
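Assay system: AML12 mouse liver cells | Compound: 6.5 µM single-point dosing | Schedule: Overnight exposure | Technique: Fluorescence imaging, 20x objective, two fields per well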
SIAH1 antagonists – Siah-1 peptide-binding antagonists, primary screen, biochemical, fluorescence polarization, rhodamine-plectin, uHTS (AID 1817); Siah-1 / rhodamine-plectin peptide fluorescence polarization; higher % means a stronger effect; displacement, % at 20 µM, or IC50 in µM where a hit was titrated; 0.02% of 290,000 active;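 active = displacement of at least 50% at 20 µM, with a fluorescence ratio check between 0.3 and a set limit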;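 also: plate controls were Siah plus tracer with DMSO for no effect and tracer alone without Siah for full effect; strong numbers were not always called active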
PMI inhibitors – inhibitors of human PMI, primary screen, biochemical, fluorescence intensity, coupled assay (AID 1209); one-dose inhibition, % at 20 µM; IC50 in µM for titrated hits; 0.42% of 190,000 active; purified PMI enzyme, coupled fluorescence intensity; higher % means a stronger effect;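 also: plate controls were DMSO vehicle for no effect and wells lacking substrate for full effect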
M1AAP inhibition – malaria alanyl aminopeptidase activity blockers – biochemical, fluorogenic H-Leu-NHMec substrate, 1536-well (AID 1445); recombinant M1AAP, H-Leu-NHMec fluorogenic kinetic assay; higher % means a stronger effect; one-dose inhibition, % at 30 µM; IC50 in µM for titrated hits; 0.42% of 220,000 active;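 active = primary inhibition above the hit cutoff, then over 50% inhibition at one or more dose response concentrations, cut at about 23% in these data, passing the limit was not always enough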;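 also: plate controls were DMSO full reaction for no effect and no enzyme background for full effect; strong numbers were not always called active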
TNAP activation fold – human TNAP enzyme activators, primary screen, biochemical, luminescent, no phosphate acceptor, uHTS (AID 1001). purified TNAP, luminescent activation assay, no phosphate acceptor; higher activation fold means a stronger effect. activation fold at 20 µM, or EC50 in µM where a hit was titrated. 0.03% of 200,000 active; in the data active = activation fold from about 3, or a potency from the dose series; inactive = the rest, 99 in 100 with activation fold below about 1.6; also: many of its hits are not listed in these tables
Lipid droplet cells 6.5 µM – second read-out of Lipid droplet, no call of its own (marks repeat the call); cell count; measured here: cell count, cytotoxicity flag;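 cells counted across two imaged fields per well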
Numbers without * were called inactive; i = inactive; . = not tested or not shown; [ ] = dose if it differs, or a comment. Rule as the data show it, unless noted: active = inhibition above about 50%; inactive = the rest. Rows are unselected (roughly 1.9% active in at least one column).

The first eight compounds, ahead of the listing:
SMILES | PMI inhibition | M17LAP inhibition | XIAP displacement | UTI89 phage lysis | Lipid droplet | Lipid droplet cells 6.5 µM | SIAH1 antagonists | PMI inhibitors | M1AAP inhibition | TNAP activation fold
COc1ccc(/C=N/Nc2nc(-c3ccc(C)cc3)c(NC(C)=O)s2)cc1OC | . | 1% | . | -0.1% | -3 | 704 | 0% | . | 11% | .
O=C(O)C1CCCCC1C(=O)Nc1nc(-c2ccc(Cl)s2)cs1 (stereo not given) | -51% | 6% | -9.5% | -4.1% | 1 | 722 | 2% | -19% | 3% | 1
CSc1ccc(CN2CCC(C(=O)NCc3ccc(C)cc3)CC2)cc1 | 4% | 1% | -5.7% | -0.8% | -17 | 601 | 0% | 4% | 2% | 1.1
O=C(Nc1cccc([N+](=O)[O-])c1)c1ccc2ccccc2c1O | . | 14% | . | 0.2% | -34 | 680 | 6% | . | 6% | .
CCc1c(C)c2cc(Cl)c(O)c(CN(CC)CC)c2oc1=O | 4% | i | -4.0% | 0.1% | -1 | 696 | -1% | 5% | 35µM* | 1.1
CC(O)CNC(=S)Nc1ccccc1 (stereo not given) | -4% | 11% | -4.7% | -0.4% | -3 | 723 | 6% | 0% | -5% | 1.1
COc1ccc(C)cc1NC(=O)CSc1nnc(CC(=O)Nc2cccc(C(F)(F)F)c2)n1C | 6% | 1% | -4.7% | -0.8% | -4 | 753 | 2% | 12% | -7% | 1.1
Cc1[nH]c2ccccc2c1C(=O)COC(=O)c1ccc2c(=O)n3c(nc2c1)CCC3 | 2% | 5% | -3.5% | -0.5% | -12 | 620 | 6% | 3% | 0% | 1.1

The whole of this part, from the first entry:
SMILES | PMI inhibition | M17LAP inhibition | XIAP displacement | UTI89 phage lysis | Lipid droplet | Lipid droplet cells 6.5 µM | SIAH1 antagonists | PMI inhibitors | M1AAP inhibition | TNAP activation fold
COc1ccc(/C=N/Nc2nc(-c3ccc(C)cc3)c(NC(C)=O)s2)cc1OC | . | 1% | . | -0.1% | -3 | 704 | 0% | . | 11% | .
O=C(O)C1CCCCC1C(=O)Nc1nc(-c2ccc(Cl)s2)cs1 (stereo not given) | -51% | 6% | -9.5% | -4.1% | 1 | 722 | 2% | -19% | 3% | 1
CSc1ccc(CN2CCC(C(=O)NCc3ccc(C)cc3)CC2)cc1 | 4% | 1% | -5.7% | -0.8% | -17 | 601 | 0% | 4% | 2% | 1.1
O=C(Nc1cccc([N+](=O)[O-])c1)c1ccc2ccccc2c1O | . | 14% | . | 0.2% | -34 | 680 | 6% | . | 6% | .
CCc1c(C)c2cc(Cl)c(O)c(CN(CC)CC)c2oc1=O | 4% | i | -4.0% | 0.1% | -1 | 696 | -1% | 5% | 35µM* | 1.1
CC(O)CNC(=S)Nc1ccccc1 (stereo not given) | -4% | 11% | -4.7% | -0.4% | -3 | 723 | 6% | 0% | -5% | 1.1
COc1ccc(C)cc1NC(=O)CSc1nnc(CC(=O)Nc2cccc(C(F)(F)F)c2)n1C | 6% | 1% | -4.7% | -0.8% | -4 | 753 | 2% | 12% | -7% | 1.1
Cc1[nH]c2ccccc2c1C(=O)COC(=O)c1ccc2c(=O)n3c(nc2c1)CCC3 | 2% | 5% | -3.5% | -0.5% | -12 | 620 | 6% | 3% | 0% | 1.1
Cc1cc(O)cc(=O)n1C | -3% | -13% | -10% | -0.1% | 1 | 712 | 2% | -11% | 8% | 1.1
CCCCN(CCCNC(=O)CN1C(=O)COc2ccccc21)c1ccccc1 | 12% | 3% | -4.7% | -0.3% | 53* | 672* | -6% | 21% | 2% | 1.1
CCn1c(C(=O)NCc2cccnc2)cc2sc(Cl)cc21 | 17% | 12% | -6.2% | 4.2% | -4 | 707 | 0% | 18% | 3% | 1.1
NNC(=O)Cn1c2ccccc2c2ccccc21 | . | 10% | . | -0.1% | 2 | 669 | -5% | . | 9% | .
Cc1ccc(S(=O)(=O)N2CCC(C(=O)N(C)C3CCS(=O)(=O)C3)CC2)cc1 (stereo not given) | -6% | 3% | -3.4% | -2.6% | -1 | 701 | 1% | -2% | -1% | 1.1
CC(=O)c1cccc(NC(=O)Cc2ccc3c(c2)CCCC3)c1 | 10% | 12% | -2.8% | 0.8% | . | . | -1% | 9% | -3% | 1.1
Cc1cccc(NS(=O)(=O)c2c(C)noc2C)c1 | -8% | 3% | 2.6% | -0.2% | 16 | 816 | 2% | -14% | -9% | 1.2
Cc1ccc(S(=O)(=O)Nc2c(C)n(C)n(-c3ccccc3)c2=O)cc1C(=O)OCC(=O)N1CCCC(C)C1 (stereo not given) | 11% | 4% | -5.9% | 0.2% | 11 | 695 | 0% | 6% | 4% | 1.1
CC(C)CCNC(=O)c1ccc(Cl)c(NC(=O)c2ccccc2F)c1 | -6% | 2% | -6.1% | . | -14 | 715 | 0% | -12% | 7% | 0.9
Cc1nc([N+](=O)[O-])cn1CC(O)c1ccc(F)cc1 (stereo not given) | . | 3% | . | 0.1% | 2 | 724 | 0% | . | 5% | .
CC(=O)Nn1c(C)nnc1-n1nc(C)cc1C | 13% | 14% | 2.7% | 0.0% | -26 | 697 | 2% | 18% | 0% | 1
CCCCNc1ccccc1C(=O)OCC(=O)Nc1ccc(S(N)(=O)=O)cc1 | 12% | -5% | -3.7% | -0.6% | 16 | 831 | 2% | 9% | 11% | 1.2
CC1CCC(NC(=O)CN2CCCN(Cc3ccc(F)cc3Cl)C2=O)CC1 (stereo not given) | -2% | 8% | -5.9% | -0.3% | . | . | 6% | 1% | 1% | 1.1
Cc1ccccc1-c1ccc(=O)n(CC(=O)Nc2ccc(-n3cnnn3)cc2)n1 | . | 5% | . | 0.0% | -3 | 719 | 1% | . | 3% | .
Cc1cccc(NC2=NCC(=O)N2CCc2ccccc2)c1 | -18% | 1% | -6.4% | 2.6% | . | . | 0% | 3% | 11% | 1.1
COC(=O)C1=C(C)N(CCc2ccccc2)C(=O)C1 | -45% | 1% | -5.8% | 2.9% | 2 | 769 | 2% | -21% | 13% | 1.1
CCOc1cc(C2NC(=S)NC(C)=C2C(=O)Nc2ccc(OC)cc2)ccc1O (stereo not given) | 2% | 14% | -4.4% | 1.1%[50 µM] | 4 | 716 | -3% | -6% | -5% | 1
CN(C)C(=O)C[n+]1ccc(/C=N/O)cc1 | -8% | 12% | 0.0% | 0.2% | 19 | 689 | 0% | -4% | 3% | 1.1
O=C(Nc1ccc(N2CCN(Cc3ccccc3)CC2)cc1)c1ccccc1[N+](=O)[O-] | -9% | 4% | -3.2% | 0.4% | 5 | 606 | 2% | -1% | 3% | 1.1
CCN(C(=O)c1cc2cccc(OC)c2oc1=O)C1CCCCC1 | -2% | 7% | 1.5% | 0.5% | 2 | 731 | 8% | -8% | 3% | 1.1
O=C(CSc1cn(CC(=O)N2CCCC2)c2ccccc12)NCC1CCCO1 (stereo not given) | 10% | 19% | -4.9% | 0.1% | 3 | 715 | -4% | 1% | 14% | 1.1
O=C(NC(=S)Nc1ccccc1N1CCOCC1)c1sc2ccccc2c1Cl | 8% | 7% | -3.8% | 0.3% | 2 | 639 | 4% | 6% | -2% | 0.9
Cc1cccc(C(C)C)c1NC(=O)COC(=O)c1cccc(S(=O)(=O)N2CCc3ccccc3C2)c1 | -13% | 4% | -3.5% | 1.9%[50 µM] | 0 | 631 | 5% | -8% | 5% | 1.1
CCC(C)(NC(=O)c1ccc2c(c1)OCO2)C(=O)NC1CCCCC1 (stereo not given) | -5% | 1% | -3.9% | 0.0% | 19 | 755 | -1% | -8% | 6% | 1.1
S=c1[nH]nc(CSCc2ccc(Cl)cc2Cl)n1-c1ccccc1 | 21% | -7% | -8.8% | 1.8% | -14 | 460 | -5% | 25% | -8% | 0.9
O=C(c1cc2cc(Br)ccc2s1)N1CCOCC1 | -4% | -6% | -3.4% | 0.5% | -13 | 667 | 6% | -6% | 12% | 1.1
Cc1ccc(NC(=O)COC(=O)c2cc(Cl)ccc2[N+](=O)[O-])c(C)c1 | -12% | 1% | -4.4% | 3.7% | 4 | 663 | -2% | -5% | 5% | 1.1
COc1ccccc1N(CC(=O)Nc1ccc(C(F)(F)F)cc1)S(C)(=O)=O | -11% | 6% | -2.0% | -0.2% | -19 | 685 | 6% | -4% | 0% | 1.1
CSc1n[nH]c2nc3c(c(=O)n12)C1(CCCC1)Cc1ccccc1-3 | -123% | -3% | -11% | 0.1% | -13 | 651 | -2% | -61% | 0% | 1.1
Cc1ccc(C2(CC(=O)N3CCCC3)CCOC(C(C)C)C2)cc1 (stereo not given) | -1% | 11% | 2.8% | 0.2% | 10 | 702 | 2% | 1% | 9% | 1.2
O=C(NC(=S)Nc1ccc(CN2CCOCC2)cc1)c1ccc([N+](=O)[O-])cc1Cl | 16% | 0% | -7.1% | 0.2% | 11 | 677 | 3% | 11% | 4% | 1
O=C(N/N=C/C=C/c1ccccc1)c1ccccn1 | . | 13% | . | 0.2% | -2 | 736 | 2% | . | 9% | .
Cc1nn(C)c(C)c1C(=O)NN | 1% | -10% | -4.2% | -0.2% | 2 | 820 | -4% | 6% | 8% | 1.2
Fc1ccc(C(c2nnnn2C2CCCC2)N2CCN(Cc3ccncc3)CC2)cc1 (stereo not given) | -16% | 10% | -1.9% | 0.1% | . | . | 2% | -14% | 12% | 1.1
CC(=O)N1CCc2c(sc(NC(=O)c3ccc([N+](=O)[O-])o3)c2C#N)C1 | 41% | 29% | -2.5% | 0.6% | 0 | 655 | 24% | 59%* | 20% | 0.9
COc1ccc2cc(-c3[nH]ncc3CN3CCCC3c3nonc3C)ccc2c1 (stereo not given) | 38% | 16% | 0.7% | 0.4% | -9 | 691 | 8% | 20% | 4% | 1.1
CC(C)CC1C(C#N)=C(N)SC(N)=C1C#N | -14% | 6% | -9.5% | 0.1% | . | . | -2% | -45% | 2% | 1.2
COC(=O)[C@@H]1CC[C@H](C)[C@@H](c2ccc(C)cc2)N1C(=O)c1ccc(/C=N/OC[C@@H](O)COCc2ccco2)cc1 | 16% | -2% | 2.0% | . | -4 | 703 | 4% | 16% | -1% | 1
COC(=O)c1sc(-c2ccc(C(C)(C)C)cc2)cc1NC(=O)CCC(=O)O | . | 16% | . | . | 18 | 869 | 4% | . | 7% | .
COC(=O)[C@@]1(Cc2ccc(F)cc2)[C@H]2c3cc(C(=O)N(C)C)n(Cc4nc5ccccc5[nH]4)c3C[C@H]2CN1C(=O)c1ccccc1 | -18% | -9% | -22% | . | -6 | 776 | -1% | -18% | 1% | 1.1
CCN1C(=O)CCCc2ccccc21 | 4% | -6% | -4.7% | 0.2% | 15 | 655 | 0% | -2% | -4% | 1

Assay outcomes as filed in PubChem.
